Source: PubChem BioAssay
Rhodamine fluor: compound fluoresces in the rhodamine spectral region. Rhodamine-region fluorescence, 547/598 nm, Tris buffer; stronger effect = higher value. max dye-equivalent concentration, M. 59,000 compounds, 0.05% hits. AID 594; in the data active = max dye-equivalent concentration above about 11 nM; inconclusive = between about 1.1 nM and that limit
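A six-point rhodamine series on each plate calibrates the signal. Compounds sit in 100 mM Tris (pH 8.0) for 15 min at ambient temperature before imaging through 547 nm/598 nm filters.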
DNA Pol III inh: inhibitors of bacterial DNA polymerase III holoenzyme; reconstituted DNA polymerase III holoenzyme replication, biochemical; Potency, µM (series often up to 57.1 µM), for inactives: at the top dose activity change, negative = inhibition; 71,000 compounds, 0.25% hits; also: potency is read from the fitted curve at half-maximal effect; % is scaled to controls: 0 for no effect and ±100 for the full control effect
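Reconstituted *E. coli* holoenzyme (0.35 nM Pol III, 1 nM beta, 154 nM SSB, 2 nM primase) was preincubated with compound for 15 min at RT. Synthesis on 1.4 nM ssM13Gori ran 35 min, then was stopped with PicoGreen/EDTA and read as dsDNA fluorescence.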
Epigenetic mod: epigenetic modulators derepressing GFP locus in mouse cells; mouse C127i GFP locus derepression, cytometry, 30 h; Potency, µM (highest dose often 46.1 µM), without a hit: at the top dose GFP derepression (activation); 68,000 compounds, 0.09% hits; also: % of control where 0% means no effect
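Derepression screen: silenced CMV-GFP reporter in murine C127i cells, 30 h compound incubation at 37 C, washed cells imaged by laser-scanning cytometer to enumerate GFP-expressing objects of 20 to 120 um.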
TexasRed autofl: Texas Red region autofluorescence; Compound fluorescence, Texas Red channel, 547/618 nm; stronger effect = higher value; max dye-equivalent concentration, M; 59,000 compounds, 0.06% hits; in the data active = max dye-equivalent concentration above about 10 nM; inconclusive = between about 1.1 nM and that limit
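Compound fluorescence was read after 15 min at room temperature in 100 mM Tris, pH 8.0, using 547 nm excitation and 618 nm emission across a concentration series. It was expressed as Texas Red dye-equivalent concentration from an on-plate standard curve.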
HADH2 inh: HADH2 (human) dehydrogenase inhibition; Q99714; recombinant HADH2, NADH fluorescence, beta-hydroxybutyryl-CoA; Potency, µM (series often up to 57.1 µM), without a hit: at the top dose activity change, negative = inhibition, most hits filed as inhibitors; 73,000 compounds, 3.4% hits; AID 886; also: potency is read from the fitted curve at half-maximal effect; % is scaled to controls: 0 for no effect and ±100 for the full control effect; nearly all actives have a fitted effect of over 60% in size; many of its hits are not listed in these tables
Target sequence (Q99714 whole entry, looked up, one chain of several): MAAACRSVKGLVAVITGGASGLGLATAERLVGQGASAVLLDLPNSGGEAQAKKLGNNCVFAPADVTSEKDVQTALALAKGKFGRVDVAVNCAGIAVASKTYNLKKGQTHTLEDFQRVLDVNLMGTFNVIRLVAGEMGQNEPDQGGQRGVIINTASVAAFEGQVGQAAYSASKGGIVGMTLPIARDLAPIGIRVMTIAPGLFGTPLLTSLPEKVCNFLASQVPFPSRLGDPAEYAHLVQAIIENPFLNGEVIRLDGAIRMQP
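His-tagged recombinant enzyme from E. coli, 20 nM, preincubated 15 min RT with compound; reaction started with 1 mM NAD+ and 90 uM beta-hydroxybutyryl-CoA in 100 mM Tris-HCl pH 9.0. NADH fluorescence (ex 360/em 450) read over 4 min; last-minus-first difference.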
HBB splice mod: alters splicing of the hemoglobin beta chain. Potency, µM (highest dose often 46.1 µM), for the others: at the highest dose activation, hits mostly activators. HBB splicing reporter cell assay, activation; EGFP reporter with mutant IVS2-654 intron; response scale: normalised to 500 nM splice-correcting PNA. AID 925. 65,000 compounds, 0.06% hits; also: potency is read from the fitted curve at half-maximal effect; 0% is about no effect
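Compounds were applied for 2 days to HeLa EGFP-654 cells, 500/well in Optimem with 2% FCS. The reporter's EGFP is disrupted by mis-splicing of beta-globin intron IVS2-654. Readout: summed well GFP fluorescence from 488 nm laser scanning; reference was 500 nM antisense […] 654 PNA.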
Fluorescein fluor: compound fluoresces in the fluorescein spectral region | Compound autofluorescence, 480/540 nm, fluorescein-equivalent; stronger effect = higher value | max fluorescein-equivalent concentration, M | 59,000 compounds, 0.91% hits; in the data active = max fluorescein-equivalent concentration above about 10 nM; inconclusive = between about 1.1 nM and that limit
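Each compound is tested across a concentration series in 100 mM Tris buffer at pH 8.0. After 15 min at room temperature, plates are imaged with 480 nm excitation and 540 nm emission filters, and intensities are converted to fluorescein-equivalent values.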
Hsp90 Hop PPI: changes Hsp90-Hop TPR2A binding signal, up or down. 71,000 compounds, 0.44% hits. AlphaScreen TPR2A-His6 binding biotin-Hsp90 C-terminal peptide. Potency, µM (highest dose often 57 µM), for inactives: at the highest dose activity change, negative = inhibition; active = well fitted curve in either direction with a large enough effect; inconclusive = small, poorly fitted or top-dose-only effect, or another doubt; also: potency is read from the fitted curve at half-maximal effect; % is scaled to controls: 0 for no effect and ±100 for the full control effect; many of its hits are not listed in these tables
4-MU autofl: compound fluoresces in the 4-MU spectral region | compound autofluorescence, 340/450 nm, 4-MU equivalents; stronger effect = higher value | 59,000 compounds, 11% hits | max dye-equivalent concentration, M; in the data active = max dye-equivalent concentration above about 10 nM; inconclusive = mostly about 1.1 nM to 9.6 nM
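Compounds in 100 mM Tris, pH 8.0, sat 15 min at room temperature before fluorescence was read at 340 nm excitation/450 nm emission; a per-plate six-point 4-MU standard curve converted signals to dye-equivalent concentration at each compound concentration.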
15-hLO inh: inhibitors of human 15-lipoxygenase (ALOX15); Potency, µM (doses to about 57.1 µM), for inactives: top-dose activity change, negative = inhibition, hits mostly inhibitors; 74,000 compounds, 1.4% hits; purified 15hLO-1, xylenol orange hydroperoxide absorbance; P16050; also: potency is read from the fitted curve at half-maximal effect; % is scaled to controls: 0 for no effect and ±100 for the full control effect; nearly all actives have a fitted effect of over 55% in size
Target sequence (P16050 whole entry, looked up): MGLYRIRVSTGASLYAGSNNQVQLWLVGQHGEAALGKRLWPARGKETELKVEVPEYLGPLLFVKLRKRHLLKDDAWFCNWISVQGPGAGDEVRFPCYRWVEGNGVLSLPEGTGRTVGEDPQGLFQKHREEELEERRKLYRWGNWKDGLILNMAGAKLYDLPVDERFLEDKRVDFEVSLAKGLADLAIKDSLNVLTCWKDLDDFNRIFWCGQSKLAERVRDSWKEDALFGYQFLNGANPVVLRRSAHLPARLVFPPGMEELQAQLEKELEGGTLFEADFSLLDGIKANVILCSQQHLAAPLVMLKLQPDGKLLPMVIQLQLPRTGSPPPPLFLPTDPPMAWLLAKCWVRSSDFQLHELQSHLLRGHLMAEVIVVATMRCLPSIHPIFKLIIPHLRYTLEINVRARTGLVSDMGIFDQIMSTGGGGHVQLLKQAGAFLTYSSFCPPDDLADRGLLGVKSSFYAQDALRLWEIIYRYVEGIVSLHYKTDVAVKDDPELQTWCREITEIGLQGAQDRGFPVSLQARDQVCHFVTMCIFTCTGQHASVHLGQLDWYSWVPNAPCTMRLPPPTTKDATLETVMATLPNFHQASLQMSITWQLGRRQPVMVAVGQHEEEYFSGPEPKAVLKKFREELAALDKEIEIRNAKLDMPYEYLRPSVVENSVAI
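Compounds were preincubated 15 min at room temperature with 40 nM purified human enzyme (25 mM Hepes pH 7.5, 0.01% Triton X-100); 50 uM arachidonic acid reacted 6 min. Fe-xylenol orange detection, 30 min, absorbance ratio 573/405 nm.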
Ub-GFP proteasome: proteasome inhibitors stabilizing ubiquitin-GFP reporter; AID 526; Ubiquitin-GFP reporter cells, proteasome inhibition, GFP fluorescence; response scale: untreated = 0%, 10 µM MG-132 = 100%; Potency, µM (titrated, usually from 45.9 µM), without a hit: at the top dose activation (GFP accumulation), usual class: activators; 67,000 tested, under 10 active; active = well fitted activation curve with a large enough effect, not every such curve was filed as active; inconclusive = small, poorly fitted or top-dose-only effect, or another doubt; inactive = no such curve, though single readings can be large or run the other way; also: potency is read from the fitted curve at half-maximal effect
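U2OS cells stably expressing ubiquitin(G76V)-GFP, seeded overnight in 0.5% FBS medium, were exposed to compounds (qHTS, 46 uM to 2.9 nM) for 4 hr at 37 °C. GFP-positive cells were counted by laser cytometry (488 ex/515 em), normalized between basal and 10 uM MG-132.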
The depositor's hits bear a star; i = inactive; u = inconclusive; x = no result given; [ ] = dose if it differs, or a comment. Unless noted, calls follow the shape of the dose curve; as a rule, active = well fitted curve in the direction sought with a large enough effect; inconclusive = small, poorly fitted or top-dose-only effect, or another doubt; inactive = no such curve, though single readings can be large; an effect the other way counts as inactive or inconclusive.

entry	Molecule	Rhodamine fluor	DNA Pol III inh	Epigenetic mod	TexasRed autofl	HADH2 inh	HBB splice mod	Fluorescein fluor	Hsp90 Hop PPI	4-MU autofl	15-hLO inh	Ub-GFP proteasome
1	O=C(Nc1ccc2c(c1)OCCO2)c1c(F)cccc1F	i	-5%	2%	i	2%	0.8%	i	-3%	i	4%	4%
2	O=C(C1CCN(S(=O)(=O)c2cccnc2)CC1)N1CCN(C2CCCC2)CC1	i	2%	-2%	i	2%	-1.3%	i	2%	i	23%	15%
3	Cc1sc2ncnc(OCC(=O)c3ccc(S(=O)(=O)N4CCCC4)cc3)c2c1C	i	-1%	0%	i	7%	-1.9%	i	2%	i	-5%	-6%
4	Cc1ccc(NC(=O)CSc2nccc(=O)[nH]2)c(S(=O)(=O)N2CCOCC2)c1	i	-12%	1%	i	5%	-3.2%	u	1%	i	0%	3%
5	COc1ccc(NC(=O)NCc2ccccn2)cc1OC	i	-6%	-3%	i	4%	0.7%	i	-2%	i	4%	-3%
6	Cc1ccc(OCC(O)CN2CCN(c3ccccc3)CC2)cc1 (stereo unspecified)	x	5%	0%	x	2%	0.1%[9.22 µM]	x	0%	x	2%	0%
7	Cc1cc(N=Cc2c(O)ccc3ccccc23)no1	x	-6%	-2%	x	-24%	0.5%[9.22 µM]	x	-1%	x	-15%	20%
8	COc1cc(C2CC(=O)NC(SCC(=O)Nc3ccccc3C)=C2C#N)ccc1O (stereo unspecified)	i	1%	0%	i	u	-0.1%	i	1%	i	-2%	-3%
9	CCC(=O)N1CCc2cc(S(=O)(=O)CCC(=O)Nc3ccc(CC)cc3)ccc21	i	-2%	0%	i	2%	-1.0%	i	2%	i	-9%	4%
10	COc1ccc(C(=O)N2CCC[C@@]3(CCN(c4ccccc4)C3)C2)cc1	i	6%	0%[9.22 µM]	i	4%	-0.1%	u	-18%	i	-16%	-3%
11	O=C(CC(Cc1ccccc1)C(=O)O)NCCc1ccc2c(c1)OCO2 (stereo unspecified)	i	-8%	-2%	i	13%	0.5%	u	-2%	i	4%	-6%
12	COc1cc(-c2noc(-c3cccs3)n2)cc(OC)c1OC	i	-10%	3%	u	8%	-1.9%	i	2%	i	3%	14%
13	O=C1CC(C(=O)NCc2ccccc2)N=C(N2CCCCC2)N1 (stereo unspecified)	i	-13%	-3%	i	12%	0.1%	i	u	i	1%	0%
14	O=C1c2ccccc2C(=O)N1CCn1nc(Cl)nc1Cl	i	-1%	0%	u	0%	6.7%[1.84 µM]	i	-1%	i	2%	2%
15	CC(C)n1c(N2CCN(C(=O)c3cccs3)CC2)nc2ccccc21	i	-2%	0%	i	12%	x	i	3%	i	4%	-4%
16	CC(=O)Nc1cccc(-c2nnc(SCc3ccccc3C#N)n2C)c1	i	-2%	0%	i	8%	0.7%	i	-4%	1.8e-07M*	3%	-3%
17	Cc1ccc(C)c(N2CCN(S(=O)(=O)c3ccc4c(c3)oc(=O)n4C)CC2)c1	i	-1%	-2%	i	8%	1.7%	i	3%	i	-5%	9%
18	CCCCn1nnc(NC(=O)c2ccc(-c3ccccc3)cc2)n1	i	-1%	-3%	i	7%	0.0%	i	-1%	i	-12%	0%
19	Cc1csc2nc(CSc3nc4ccccc4o3)cn12	i	x	-3%[20.6 µM]	i	x	x	i	x	i	x	x
20	c1coc(Cn2c(SCc3nc4ccccc4[nH]3)nnc2-c2cnccn2)c1	i	-3%	6%	i	5%	-1.8%	i	-2%	i	-23%	0%
21	O=C(c1csnn1)N1CCC2(CC1)CCN(c1ccncc1)CC2	i	-5%	-7%[9.22 µM]	i	-19%	3.6%	i	-4%	i	-1%	-9%
22	C=CCSC1=C(C#N)C(c2cccc(OC)c2)CC(=O)N1 (stereo unspecified)	i	-5%	4%	u	-6%	x	i	0%	i	6%	4%
23	CSc1nc(N)nc(SCC(=O)c2ccc(C)cc2)c1C#N	i	-10%	0%	i	u	0.2%[0.369 µM]	i	1%	1.4e-06M*	-2%	-2%
24	Cc1cc(NC(=O)CCC(=O)N(CC(=O)NC2CCCC2)c2ccc3c(c2)OCCO3)no1	i	-2%	4%	u	-4%	-0.1%[57.5 µM]	i	0%	i	9%	0%
25	Cc1ccc2nc(-c3ccccn3)cc(C(=O)N3CCN(c4ncccn4)CC3)c2c1	i	0%	3%	i	-7%	1.4%	i	-5%	i	22%	0%
26	O=S(=O)(Cc1ccccc1)N1CCN(C2Cc3ccccc3C2)CC1	i	-1%	0%	i	9%	0.4%	i	-2%	i	2%	4%
27	Cc1cc(C)nc(SCc2csc(N)n2)n1	x	-7%[11.4 µM]	4%	x	0%[11.4 µM]	-3.5%[0.0738 µM]	x	-6%[11 µM]	x	3%[11.4 µM]	-11%[9.17 µM]
28	CCC(Sc1nc(C)cc(=O)[nH]1)C(=O)Nc1ccc(Cl)cn1 (stereo unspecified)	x	-1%	-2%	x	1%	-0.1%	x	-4%	x	4%	0%
29	CN(C)c1nc(SCCOC(=O)COc2ccc(Cl)cc2Cl)nc(N(C)C)n1	i	-5%	-1%	u	19%	-0.8%	u	u	i	-1%	-3%
30	CCOC(=O)N1CCC(NC(=O)c2cn(-c3ccc(OC)cc3)c(=O)c3ccccc23)CC1	i	0%	2%	i	-9%	0.9%[0.369 µM]	i	-4%	i	15%	-3%
31	Cn1cccc1C(=O)N1CCC2(CCCN(C(=O)Nc3cccc(F)c3)C2)CC1	i	-7%	-6%[9.22 µM]	i	8%	2.5%	u	-7%	i	5%	-5%
32	Cc1ccc(OCC(=O)NCCN2CCCC2)cc1	i	-2%	0%	i	2%	-0.1%[57.5 µM]	i	-1%	i	12%	1%
33	COc1cc(Cn2ccnc2)c(OC)cc1Cn1ccnc1	i	x	0%[20.6 µM]	i	x	x	i	x	i	x	x
34	CCc1n[nH]c2c1/C(=N\O)CC(C)(C)C2	x	0%	-5%	x	u	0.0%	x	-4%	x	3%	-1%
35	NC(=O)c1cnn2c(C(F)(F)F)cc(-c3ccccc3)nc12	i	-10%	-2%	i	10%	-1.6%	i	-2%	5.9e-08M*	3%	1%
36	CC1=CC(C)(C)Nc2ccc(CSc3ccccc3)cc21	i	-6%[11.4 µM]	10%[9.22 µM]	i	-6%[11.4 µM]	-0.4%[9.22 µM]	i	-2%[11 µM]	u	16%[11.4 µM]	-8%[9.17 µM]
37	CCOC(=O)c1c(C)[nH]c(C(=O)COC(=O)c2ccccc2NC(=O)c2ccco2)c1C	i	3%	9%	i	u	0.0%[57.5 µM]	u	-3%	u	2%	1%
38	Cc1cccc2[nH]c(-c3ccc(NC(=O)c4ccco4)cc3)nc12	i	-4%	-1%	i	u	x	i	-3%	1.1e-07M*	-25%	9%
39	COc1ccc(C)cc1S(=O)(=O)N(C)CC(=O)NC1CCCCC1	i	1%	0%	i	5%	1.6%	i	-5%	i	2%	-2%
40	Clc1ccccc1C(c1nnnn1Cc1ccco1)N1CCN(Cc2ccco2)CC1 (stereo unspecified)	i	-2%	4%	u	-20%	-0.9%	u	-8%	i	-12%	2%
41	COc1ccc(CCn2c(-c3ccco3)nc3oc4ccccc4c(=O)c3c2=O)cc1	i	-3%	-2%	u	3%	-0.3%	i	-5%	i	5%	7%
42	CCOC(=O)C1CCN(C(=O)CNC(=O)OC(C)(C)C)CC1	i	-1%	2%	i	8%	-2.0%[57.5 µM]	i	-3%	i	2%	2%
43	Cc1cccc(N(C(=O)CNC(=O)c2ccco2)C(C(=O)NC2CCCC2)c2cccnc2)c1 (stereo unspecified)	i	-3%	-2%	i	7%	-1.0%	u	-3%	i	3%	1%
44	CCOc1ccccc1NC(=O)CN1C(=O)COc2ccc(Cl)cc21	x	-4%	x	x	8%	-0.5%	x	1%	x	-9%	-6%
45	COc1cccc(Nc2ncc3nc(C)c(=O)n(CCC#N)c3n2)c1	i	-4%	2%[9.22 µM]	i	3%	1.7%	u	-5%	i	2%	8%

Single records, as listed above. Values in the order: Rhodamine fluor	DNA Pol III inh	Epigenetic mod	TexasRed autofl	HADH2 inh	HBB splice mod	Fluorescein fluor	Hsp90 Hop PPI	4-MU autofl	15-hLO inh	Ub-GFP proteasome
Results for COc1ccc(CCn2c(-c3ccco3)nc3oc4ccccc4c(=O)c3c2=O)cc1 = i	-3%	-2%	u	3%	-0.3%	i	-5%	i	5%	7%
Results for COc1ccc(C)cc1S(=O)(=O)N(C)CC(=O)NC1CCCCC1 = i	1%	0%	i	5%	1.6%	i	-5%	i	2%	-2%

Some of the compounds tested; the hit share may differ from the screen's.
